LMP1 NFkB inh – Epstein-Barr LMP1 NF-kappaB reporter inhibition; LMP1-induced NF-kappaB luciferase reporter cells, luminescence; inhibition, % at 12.5 µM; 0.69% of 350,000 active; AID 504558; in the data active means inhibition above about 41%;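 further: 0% = neutral control wells and 100% = reference inhibitor control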
NCOA3 inh – inhibits human SRC3 coactivator; Q9Y6Q9; HEK293 GAL4-SRC3 luciferase reporter, luminescence; inhibition, % at 3.6 µM; 0.17% of 360,000 active; AID 588352;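 active means inhibition above a per-campaign cutoff, the mean of all compounds plus 3 SD, cut at about 60% in these data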;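 further: 0% = DMSO-treated cells and 100% = gossypol-treated cells at 36 µM; higher means less SRC3-driven luciferase light from the GAL4 reporter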
Target sequence (Q9Y6Q9 whole entry, looked up, the tested form may be a part): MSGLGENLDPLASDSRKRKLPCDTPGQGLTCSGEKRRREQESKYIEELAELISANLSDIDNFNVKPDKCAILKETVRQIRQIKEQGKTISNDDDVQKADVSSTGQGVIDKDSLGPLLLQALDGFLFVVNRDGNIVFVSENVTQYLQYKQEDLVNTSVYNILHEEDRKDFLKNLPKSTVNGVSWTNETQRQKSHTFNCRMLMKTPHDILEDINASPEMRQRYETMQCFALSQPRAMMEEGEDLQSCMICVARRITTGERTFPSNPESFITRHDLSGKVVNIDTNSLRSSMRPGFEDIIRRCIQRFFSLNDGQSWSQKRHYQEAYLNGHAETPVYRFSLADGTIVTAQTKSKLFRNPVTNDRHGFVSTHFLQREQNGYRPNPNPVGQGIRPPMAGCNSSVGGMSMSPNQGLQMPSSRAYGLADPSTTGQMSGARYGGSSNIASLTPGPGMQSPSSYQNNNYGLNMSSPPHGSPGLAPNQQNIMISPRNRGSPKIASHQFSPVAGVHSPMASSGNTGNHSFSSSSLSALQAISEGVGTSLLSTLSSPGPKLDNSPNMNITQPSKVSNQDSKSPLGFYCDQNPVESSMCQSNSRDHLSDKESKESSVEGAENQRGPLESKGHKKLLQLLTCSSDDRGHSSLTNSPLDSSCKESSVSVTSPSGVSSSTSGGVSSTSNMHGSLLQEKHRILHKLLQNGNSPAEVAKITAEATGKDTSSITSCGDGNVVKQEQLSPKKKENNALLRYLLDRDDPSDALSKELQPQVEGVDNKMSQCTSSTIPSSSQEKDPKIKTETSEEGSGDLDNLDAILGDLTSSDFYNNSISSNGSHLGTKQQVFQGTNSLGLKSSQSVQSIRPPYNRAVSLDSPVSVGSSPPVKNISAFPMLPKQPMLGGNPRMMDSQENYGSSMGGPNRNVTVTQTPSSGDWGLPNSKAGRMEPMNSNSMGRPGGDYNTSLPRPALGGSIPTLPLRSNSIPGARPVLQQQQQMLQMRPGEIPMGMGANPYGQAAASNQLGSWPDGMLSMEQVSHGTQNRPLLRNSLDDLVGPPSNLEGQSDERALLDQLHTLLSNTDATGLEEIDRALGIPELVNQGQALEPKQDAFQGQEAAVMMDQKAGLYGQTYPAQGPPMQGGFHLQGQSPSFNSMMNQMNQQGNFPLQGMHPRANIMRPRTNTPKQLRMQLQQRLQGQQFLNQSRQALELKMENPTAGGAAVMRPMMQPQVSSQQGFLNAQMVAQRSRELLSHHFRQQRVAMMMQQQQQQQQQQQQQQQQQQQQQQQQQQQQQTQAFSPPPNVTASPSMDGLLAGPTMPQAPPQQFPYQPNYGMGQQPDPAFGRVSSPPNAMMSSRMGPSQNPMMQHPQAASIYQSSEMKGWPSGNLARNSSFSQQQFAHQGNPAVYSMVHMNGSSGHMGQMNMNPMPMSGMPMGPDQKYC
CF NFkB block – cystic fibrosis NF-kB activation inhibition; inhibition, % at 5 µM; KKLEB NF-kB-GFP reporter, PAF-induced, GFP fluorescence overnight; 0.86% of 360,000 active;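 active means at least 50% inhibition at 5 µM, scaled per plate between neutral and stimulator controls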;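 further: PAF is a Pseudomonas aeruginosa culture filtrate used as stimulus; plate controls were PAF-stimulated DMSO wells for no effect and unstimulated DMSO wells for full effect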
LRH-1 inv ag – inverse agonists of human LRH-1 (NR5A2). O00482. HEK293T StAR-luciferase reporter, LRH-1 transfected, 24 h. inhibition, % at 3.6 µM. 0.13% of 360,000 active;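 active means inhibition above the mean inhibition of all tested compounds plus 3 SD, cut at about 73% in these data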;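 further: 0% = DMSO wells and 100% = reporter-only cells lacking LRH-1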
KKLEB cytotox – counter-screen for CF NF-kB inhibitors: cytotoxicity; KKLEB CF airway cells viability, ATPlite luminescence, overnight; hits give low values; cells stimulated with P. aeruginosa culture filtrate; activity change (cytotoxicity), % at 5 µM; 0.36% of 360,000 active; AID 602141;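 active means corrected activity change at or below -50% at 5 µM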
TROY NFkB inh – inhibitors of TROY-dependent NF-kB signaling; Q293 LMP1-TROYcd NF-kB luciferase reporter, 4 h; inhibition, % at 10 µM; 0.98% of 360,000 active; AID 1347056;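 active means compounds whose plate-normalised and pattern-corrected inhibition of the luciferase reporter signal at the single screening dose is 50% or more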
TRAIL sens C8 – caspase-8 TRAIL sensitization; NB7+C8 cells + TRAIL, ATPlite viability luminescence; inhibition (viability loss, TRAIL sensitization), % at 10 µM; 1% of 360,000 active;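 active means compounds causing at least 50% loss of cell viability in the single-dose screen, relative to plate controls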
NCOA2 inhibitor – inhibits human steroid receptor coactivator 2; HEK293 GAL4-SRC2 luciferase reporter, luminescence; inhibition, % at 9 µM; AID 651957; 0.17% of 370,000 active;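 active means inhibition above the mean inhibition of all tested compounds plus 3 SD, set per campaign, cut at about 52% in these data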;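 further: 0% = DMSO treated cells and 100% = cells given Gossypol at 36 µM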
COUP-TFII inh – blocks human COUP-TFII nuclear receptor; P24468; HEK293T NGFI-A luciferase reporter, luminescence; inhibition, % at 8.6 µM; 0.7% of 370,000 active;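 active means inhibition above a per-plate cutoff, mean inhibition of test wells between control levels plus 3 SD, cut at about 38% in these data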;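 further: cells cotransfected with COUP-TFII expression vector driving the NGFI-A reporter; 0% = median of COUP-TF2 test wells and 100% = reporter-only cells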
SRC1 inh – inhibitors of human steroid receptor coactivator 1 (SRC1) | 0.12% of 360,000 active | Q15788 | inhibition, % at 3.6 µM | AID 588354 | HEK293 GAL4-SRC1 luciferase reporter, luminescence;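 active means inhibition above the campaign mean plus 3 SD, with each screening campaign given its own cutoff, cut at about 60% in these data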;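 further: 0% = DMSO treated cells and 100% = gossypol at 36 µM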
TWEAK-Fn14 inh – inhibitors of TWEAK-Fn14 interaction signaling | TWEAK-stimulated Fn14 reporter cells, luciferase luminescence, 8 h | inhibition, % at 10 µM | 2% of 360,000 active; in the data active means inhibition above about 50%
An asterisk follows results filed as active.

Results for CCOCCCNC(=O)c1ccc(/C=C2\Oc3ccccc3N(C)C2=O)cc1 ?
LMP1 NFkB inh: -2; NCOA3 inh: -15; CF NFkB block: -9; LRH-1 inv ag: -13; KKLEB cytotox: 15; TROY NFkB inh: 0; TRAIL sens C8: 3; NCOA2 inhibitor: -14; COUP-TFII inh: 7; SRC1 inh: -1; TWEAK-Fn14 inh: -17

How did COc1cccc(CC(NC(C)=O)C(=O)NC2CCN(C(=O)Nc3ccc(C)cc3)CC2)c1 (stereo unspecified) do in these assays?
LMP1 NFkB inh: -7; NCOA3 inh: -30; CF NFkB block: -3; LRH-1 inv ag: -4; KKLEB cytotox: 7; TROY NFkB inh: -32; TRAIL sens C8: 16; NCOA2 inhibitor: 1; COUP-TFII inh: -11; SRC1 inh: -18; TWEAK-Fn14 inh: 17

What do the screens show for `COc1ccc2oc(C(=O)NCc3ccco3)c(C)c2c1`?
LMP1 NFkB inh: -6; NCOA3 inh: -25; CF NFkB block: -1; LRH-1 inv ag: 7; KKLEB cytotox: -13; TROY NFkB inh: -28; TRAIL sens C8: 4; NCOA2 inhibitor: -51; COUP-TFII inh: -11; SRC1 inh: -30; TWEAK-Fn14 inh: -11

What do the screens show for `CN(CC(=O)OCC(=O)NCc1ccccc1)S(=O)(=O)c1ccc(F)cc1`?
LMP1 NFkB inh: 1; NCOA3 inh: 0; CF NFkB block: -12; LRH-1 inv ag: -14; KKLEB cytotox: 15; TROY NFkB inh: -5; TRAIL sens C8: -19; NCOA2 inhibitor: 18; COUP-TFII inh: 8; SRC1 inh: -6; TWEAK-Fn14 inh: -9

How did COc1cccc(/C=N/NC(=O)c2cc(C34CC5CC(CC(C5)C3)C4)[nH]n2)c1 do in these assays?
LMP1 NFkB inh: -12; NCOA3 inh: 0; CF NFkB block: 11; LRH-1 inv ag: -19; KKLEB cytotox: -13; TROY NFkB inh: 11; TRAIL sens C8: -4; NCOA2 inhibitor: 9; COUP-TFII inh: -9; SRC1 inh: -39; TWEAK-Fn14 inh: -53

What do the screens show for `CCC(CC)c1nnc(NC(=O)Cc2c[nH]c3ccccc23)s1`?
LMP1 NFkB inh: -4; NCOA3 inh: -8; CF NFkB block: -8; LRH-1 inv ag: 21; KKLEB cytotox: -25; TROY NFkB inh: 5; TRAIL sens C8: -8; NCOA2 inhibitor: 8; COUP-TFII inh: -14; SRC1 inh: -12; TWEAK-Fn14 inh: -20

How did COc1ccc(C(CNC(=O)c2ccco2)N2CCCC2)cc1 (stereo unspecified) do in these assays?
LMP1 NFkB inh: -19; NCOA3 inh: -15; CF NFkB block: 3; LRH-1 inv ag: -76; KKLEB cytotox: 1; TROY NFkB inh: -39; TRAIL sens C8: 4; NCOA2 inhibitor: -27; COUP-TFII inh: -46; SRC1 inh: -69; TWEAK-Fn14 inh: -1

What do the screens show for `O=C(N/N=C/c1ccncc1)c1cccc(S(=O)(=O)Nc2ccc(Cl)cc2)c1`?
LMP1 NFkB inh: -2; NCOA3 inh: 1; CF NFkB block: 7; LRH-1 inv ag: 12; KKLEB cytotox: -13; TROY NFkB inh: 3; TRAIL sens C8: -16; NCOA2 inhibitor: -13; COUP-TFII inh: 7; SRC1 inh: -3; TWEAK-Fn14 inh: -4

Results for Cc1cccc(Cc2nnc(CCC(=O)N(C)C3CCOC3)o2)c1 (stereo unspecified) ?
LMP1 NFkB inh: -10; NCOA3 inh: -8; CF NFkB block: -15; LRH-1 inv ag: -14; KKLEB cytotox: 4; TROY NFkB inh: -15; TRAIL sens C8: 6; NCOA2 inhibitor: -30; COUP-TFII inh: -10; SRC1 inh: -13; TWEAK-Fn14 inh: -12

What do the screens show for `O=C(CSc1nc2ccccc2c(=O)n1CCCN1CCOCC1)Nc1ccc(Br)cc1`?
LMP1 NFkB inh: 49*; NCOA3 inh: -7; CF NFkB block: -14; LRH-1 inv ag: 33; KKLEB cytotox: 0; TROY NFkB inh: -12; TRAIL sens C8: -5; NCOA2 inhibitor: -12; COUP-TFII inh: 14; SRC1 inh: 12; TWEAK-Fn14 inh: -16

How did CC(C)N1CCC(N2CCN(Cc3ccc4nonc4c3)CC2CCO)CC1 (stereo unspecified) do in these assays?
LMP1 NFkB inh: -9; NCOA3 inh: 11; CF NFkB block: -9; LRH-1 inv ag: 14; KKLEB cytotox: -4; TROY NFkB inh: -4; TRAIL sens C8: -3; NCOA2 inhibitor: 4; COUP-TFII inh: -6; SRC1 inh: 8; TWEAK-Fn14 inh: -6

How did Cc1ccc(C)c(S(=O)(=O)N2CCN(C(=O)c3ccncc3)CC2)c1 do in these assays?
LMP1 NFkB inh: 5; NCOA3 inh: 15; CF NFkB block: 5; LRH-1 inv ag: 9; KKLEB cytotox: -6; TROY NFkB inh: -2; TRAIL sens C8: -16; NCOA2 inhibitor: -15; COUP-TFII inh: -3; SRC1 inh: -19; TWEAK-Fn14 inh: -5

What do the screens show for `O=C(c1cnc2ccc(Cl)cc2c1Cl)N1CCOCC1`?
LMP1 NFkB inh: 3; NCOA3 inh: 19; CF NFkB block: -1; LRH-1 inv ag: 12; KKLEB cytotox: 8; TROY NFkB inh: 17; TRAIL sens C8: -12; NCOA2 inhibitor: 6; COUP-TFII inh: -2; SRC1 inh: -26; TWEAK-Fn14 inh: 18

Results for CC(C)C(NC(=O)c1ccccc1)C(=O)OCc1cc([N+](=O)[O-])cc2c1OCOC2 (stereo unspecified) ?
LMP1 NFkB inh: 6; NCOA3 inh: 6; CF NFkB block: -3; LRH-1 inv ag: 0; KKLEB cytotox: 0; TROY NFkB inh: 8; TRAIL sens C8: 9; NCOA2 inhibitor: -11; COUP-TFII inh: 12; SRC1 inh: 2; TWEAK-Fn14 inh: -7

Results for O=C1NC(c2ccc(Cl)cc2)Oc2ccccc21 (stereo unspecified) ?
LMP1 NFkB inh: -3; NCOA3 inh: 4; CF NFkB block: 14; LRH-1 inv ag: 4; KKLEB cytotox: -7; TROY NFkB inh: -2; TRAIL sens C8: 1; NCOA2 inhibitor: -5; COUP-TFII inh: -13; SRC1 inh: 9; TWEAK-Fn14 inh: 6

Results for O=C(CCC1CCCC1)NNC(=O)c1ccc(F)cc1 ?
LMP1 NFkB inh: -4; NCOA3 inh: -16; CF NFkB block: -4; LRH-1 inv ag: -7; KKLEB cytotox: 2; TROY NFkB inh: -12; TRAIL sens C8: -2; NCOA2 inhibitor: 1; COUP-TFII inh: -4; SRC1 inh: 1; TWEAK-Fn14 inh: 6

How did O=C(NCc1ccc2c(c1)OCO2)c1ccc2c(c1)N(Cc1c(F)cccc1Cl)C(=O)CS2 do in these assays?
LMP1 NFkB inh: -1; NCOA3 inh: 8; CF NFkB block: 22; LRH-1 inv ag: 8; KKLEB cytotox: 27; TROY NFkB inh: 17; TRAIL sens C8: 3; NCOA2 inhibitor: 21; COUP-TFII inh: 6; SRC1 inh: 11; TWEAK-Fn14 inh: 22

Results for N#Cc1cccc(C(c2nnnn2C2CCCC2)N2CCC(Cc3ccccc3)CC2)c1 (stereo unspecified) ?
LMP1 NFkB inh: 12; NCOA3 inh: 3; CF NFkB block: 8; LRH-1 inv ag: 18; KKLEB cytotox: -5; TROY NFkB inh: -18; TRAIL sens C8: 7; NCOA2 inhibitor: 15; COUP-TFII inh: -20; SRC1 inh: -10; TWEAK-Fn14 inh: -20

How did CCC(=O)Nc1ccc(NC(=S)NC(=O)/C=C/c2ccco2)cc1 do in these assays?
LMP1 NFkB inh: 1; NCOA3 inh: 4; CF NFkB block: -7; LRH-1 inv ag: -14; KKLEB cytotox: 0; TROY NFkB inh: 10; TRAIL sens C8: 21; NCOA2 inhibitor: -12; COUP-TFII inh: 19; SRC1 inh: 4; TWEAK-Fn14 inh: 8

What do the screens show for `CN(CC(=O)O)S(=O)(=O)c1ccc2oc3ccccc3c2c1`?
LMP1 NFkB inh: -1; NCOA3 inh: -4; CF NFkB block: -19; LRH-1 inv ag: -3; KKLEB cytotox: 9; TROY NFkB inh: -4; TRAIL sens C8: -5; NCOA2 inhibitor: 10; COUP-TFII inh: -13; SRC1 inh: 13; TWEAK-Fn14 inh: -5

Results for Cc1csc(SCC(=O)NC(=O)NC2CCCC2)n1 ?
LMP1 NFkB inh: 4; NCOA3 inh: 16; CF NFkB block: 20; LRH-1 inv ag: -20; KKLEB cytotox: -10; TROY NFkB inh: 15; TRAIL sens C8: 6; NCOA2 inhibitor: 19; COUP-TFII inh: 18; SRC1 inh: 4; TWEAK-Fn14 inh: 1

Results for CCOC(=O)c1c(NC(=O)CSc2nnc(-c3ccco3)o2)sc(C)c1C ?
LMP1 NFkB inh: -5; NCOA3 inh: -17; CF NFkB block: -4; LRH-1 inv ag: 8; KKLEB cytotox: -4; TROY NFkB inh: 12; TRAIL sens C8: 23; NCOA2 inhibitor: -3; COUP-TFII inh: 0; SRC1 inh: -20; TWEAK-Fn14 inh: 4

Results for COc1cccc(CNC(=O)C2CCN(c3nnc(N4CCCC4=O)s3)CC2)c1 ?
LMP1 NFkB inh: 0; NCOA3 inh: 3; CF NFkB block: -4; LRH-1 inv ag: 14; KKLEB cytotox: -5; TROY NFkB inh: 0; TRAIL sens C8: -4; NCOA2 inhibitor: 0; COUP-TFII inh: -7; SRC1 inh: 10; TWEAK-Fn14 inh: 5

How did COc1cccc(N2CCN(C3CC(=O)N(c4ccc(C)c(Cl)c4)C3=O)CC2)c1 (stereo unspecified) do in these assays?
LMP1 NFkB inh: 13; NCOA3 inh: 1; CF NFkB block: 6; LRH-1 inv ag: -24; KKLEB cytotox: -4; TROY NFkB inh: -15; TRAIL sens C8: 6; SRC1 inh: -24; TWEAK-Fn14 inh: -8

Results for O=C(NCCCO)/C(=C/c1ccco1)NC(=O)c1ccc(Br)o1 ?
LMP1 NFkB inh: 11; NCOA3 inh: 9; CF NFkB block: 0; LRH-1 inv ag: -4; KKLEB cytotox: 18; TROY NFkB inh: -12; TRAIL sens C8: 2; NCOA2 inhibitor: 9; COUP-TFII inh: -6; SRC1 inh: 8; TWEAK-Fn14 inh: -6

What do the screens show for `Cc1ccc(S(=O)(=O)N2CCOCC2)cc1NC(=O)COC(=O)CCOc1ccc(C(C)(C)C)cc1`?
LMP1 NFkB inh: 6; NCOA3 inh: 15; CF NFkB block: 3; LRH-1 inv ag: -5; KKLEB cytotox: 27; TROY NFkB inh: -18; TRAIL sens C8: 0; NCOA2 inhibitor: 15; COUP-TFII inh: 16; SRC1 inh: 9; TWEAK-Fn14 inh: -15

How did CC(=O)c1ccc(NC(=O)c2cn(C)c(=O)c3ccccc23)cc1 do in these assays?
LMP1 NFkB inh: 2; NCOA3 inh: -4; CF NFkB block: -40; LRH-1 inv ag: -7; KKLEB cytotox: 0; TROY NFkB inh: -14; TRAIL sens C8: -8; NCOA2 inhibitor: -31; COUP-TFII inh: -54; SRC1 inh: 1; TWEAK-Fn14 inh: 7

What do the screens show for `Cc1cccc2nc(CSc3nc4ccc([N+](=O)[O-])cc4[nH]3)cn12`?
LMP1 NFkB inh: 2; NCOA3 inh: 17; CF NFkB block: 10; LRH-1 inv ag: -1; KKLEB cytotox: -9; TROY NFkB inh: -26; TRAIL sens C8: -6; NCOA2 inhibitor: 1; COUP-TFII inh: 12; SRC1 inh: 9; TWEAK-Fn14 inh: -27

Bioassay records deposited in PubChem BioAssay by several laboratories.

This is a random part of the collection; overall some 4.2% were active at least once.
